# Screening results (PubChem BioAssay)
# Apaf1 inhib: inhibitors of human Apaf-1 apoptosome, primary screen, biochemical, DEVD-Rh110 fluorescence, uHTS. AID 489030, 2010. inhibition, % at 20 µM. hit rate 0.71% among 330,000. reconstituted apoptosome caspase-3 activity. Apoptotic protease-activating factor 1 (Homo sapiens), O14727; active = inhibition of at least 40% at 20 µM;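 note: plate controls were DMSO wells for no effect and DEVD-CHO caspase inhibitor wells for full effect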
#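 Material: reconstituted apoptosome with Apaf-1, cytochrome c, caspase-9, procaspase-3, dATP; medium: pH 7.5 Hepes buffer with CHAPS, BSA, DTT; also added: cytochrome c and DEVD-Rh110 substrate; timing: 30 min plus 50 min, RT; signal: Rh110 fluorescence intensity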
# SENP8 block-1: SENP8 protease inhibitors, primary screen, biochemical, luminescence | inhibition, % at 10 µM | purified SENP8, Z-RLRGG-aminoluciferin cleavage | hit rate 1.2% among 330,000 | AID 2540, 2010; in the data active = inhibition above about 50%
# Target sequence (Q96LD8 whole entry, looked up): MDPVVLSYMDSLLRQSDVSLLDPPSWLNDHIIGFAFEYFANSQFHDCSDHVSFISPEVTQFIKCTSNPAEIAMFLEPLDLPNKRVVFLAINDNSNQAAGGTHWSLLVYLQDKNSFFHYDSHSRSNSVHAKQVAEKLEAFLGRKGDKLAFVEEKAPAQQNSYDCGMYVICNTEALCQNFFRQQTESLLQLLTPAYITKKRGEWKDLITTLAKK
# PfGluPho inh: PfG6PD enzyme inhibitors, primary screen, biochemical, fluorescence intensity, uHTS | glucose-6-phosphate dehydrogenase-6-phosphogluconolactonase (Plasmodium falciparum 3D7) | PfGluPho enzyme, NADPH resazurin-diaphorase fluorescence | inhibition, % at 20 µM | hit rate 0.78% among 350,000;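 active = inhibition reaching at least a set limit at 20 µM in the primary screen, cut at about 59% in these data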;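 note: 0% = DMSO wells with substrate and 100% = DMSO wells lacking glucose-6-phosphate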
# HKDC1 inhibitor: HKDC1 hexokinase inhibitors, primary screen, biochemical, fluorescence, uHTS; AID 493160, 2011; inhibition, % at 20 µM; Q2TB90; hit rate 0.16% among 340,000; recombinant HKDC1, G6PDH/diaphorase resazurin coupled fluorescence;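 active = inhibition above about 35% when tested at 20 µM, limit read from the data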;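 note: plate controls were DMSO wells with enzyme for no effect and DMSO wells lacking enzyme for full effect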
#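 Material: recombinant HKDC1 hexokinase; Amount: HKDC1 at 5 µg/mL; Medium: Tris pH 8.0 buffer with MgCl2, Tween-20, BSA, BME; Schedule: 90 min reaction incubation at room temperature, dark; Technique: coupled resazurin fluorescence, excitation 525 nm, emission 613 nm.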
# SENP7 block: SENP7 protease inhibitors, primary screen, biochemical, luminescence, uHTS; Sentrin-specific protease 7 (Homo sapiens), Q9BQF6; hit rate 1.5% among 330,000; recombinant SENP7, Z-RLRGG-aminoluciferin luminescence, 40 min; inhibition, % at 5 µM; AID 434973, 2010;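 active = inhibition above about 50% at the single test dose, limit read from the data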;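 note: plate controls were DMSO with enzyme for no effect and no enzyme buffer wells for full effect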
# Target sequence (Q9BQF6 706-1050 limits assumed): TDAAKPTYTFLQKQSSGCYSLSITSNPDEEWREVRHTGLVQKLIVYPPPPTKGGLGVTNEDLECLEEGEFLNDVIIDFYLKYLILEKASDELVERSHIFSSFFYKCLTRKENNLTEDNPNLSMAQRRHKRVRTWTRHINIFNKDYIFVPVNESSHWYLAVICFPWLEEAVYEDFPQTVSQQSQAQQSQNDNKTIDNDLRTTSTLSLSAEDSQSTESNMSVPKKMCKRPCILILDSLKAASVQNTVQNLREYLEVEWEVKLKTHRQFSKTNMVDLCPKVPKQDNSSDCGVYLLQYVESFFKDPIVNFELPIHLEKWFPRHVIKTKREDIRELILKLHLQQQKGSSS
# SENP6 inh: SENP6 protease inhibitors, primary screen, biochemical, luminescence, uHTS; Sentrin-specific protease 6 (Homo sapiens), Q9GZR1; Recombinant SENP6 catalytic domain, aminoluciferin luminescence; inhibition, % at 10 µM; hit rate 1.8% among 330,000; AID 2599, 2010;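 active = inhibition above about 50% at the single tested dose, limit read from the data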;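 note: plate controls were DMSO wells with enzyme for no effect and DMSO wells lacking enzyme for full effect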
# SENP1 FRET inh: human SENP1 catalytic domain inhibitors, primary screen, biochemical, FRET, uHTS; Sentrin-specific protease 1 (Homo sapiens), Q9P0U3; recombinant SENP1 catalytic domain, CyPet-SUMO1-YPet FRET cleavage; inhibition, % at 10 µM; hit rate 0.21% among 360,000; AID 624204, 2012;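 active = inhibition at least 30% at 10 µM, raw YFP signal under a set limit, fluorescence ratio 0.5 to 1.5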;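 note: 0% = enzyme with DMSO and 100% = no enzyme wells; some results filed as inactive read as strong as hits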
# Target sequence (Q9P0U3 419-644 limits assumed): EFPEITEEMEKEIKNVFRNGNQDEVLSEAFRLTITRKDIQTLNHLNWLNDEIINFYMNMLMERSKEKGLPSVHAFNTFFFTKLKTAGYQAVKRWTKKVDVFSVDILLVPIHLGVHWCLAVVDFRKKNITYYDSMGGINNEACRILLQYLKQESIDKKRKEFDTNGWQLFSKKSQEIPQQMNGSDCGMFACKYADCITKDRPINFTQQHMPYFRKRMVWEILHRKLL
#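 Test system: human SENP1 catalytic domain; medium: Tris pH 8 buffer plus EDTA, NaCl, BME, BSA, NP40, catalase; incubation: 50 min reaction at room temperature; technique: FRET, CFP and YFP emission; controls: no-enzyme low control and enzyme-plus-DMSO high control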
# SENP8 block-2: human SENP8 protease inhibitors, primary screen, biochemical, fluorescence, Nedd8 protein substrate, uHTS; hit rate 0.64% among 360,000; recombinant SENP8; inhibition, % at 20 µM; AID 602440, 2012; Sentrin-specific protease 8 (Homo sapiens), Q96LD8; in the data active = inhibition mostly above about 40%, no sharp cut-off; inactive = mostly below about 27%
# Active calls of the source: *; / = not tested or not shown.
# The line under a structure holds: SENP7 block	PfGluPho inh	SENP1 FRET inh	SENP8 block-1	SENP6 inh	HKDC1 inhibitor	SENP8 block-2	Apaf1 inhib
Cc1ccc(SCc2c(C(=O)N/N=C/c3cccnc3)nnn2-c2nonc2N)cc1
→ -2	17	0	-2	18	5	8	10
N#Cc1nc(COc2ccc(Cl)cc2Cl)oc1N1CCN(c2ccccc2)CC1
→ 5	8	1	-4	-2	-6	16	-3
CCOc1cccc(-c2c(C(=O)N/N=C/c3c(F)cccc3Cl)nnn2-c2nonc2N)c1
→ -10	11	2	-11	-2	-1	16	15
Cc1ccc(C(=O)CSc2nnc(-c3snnc3C)n2C2CC2)cc1
→ 3	12	6	3	14	1	-103	-10
COc1ccc(OC)c2c1C(=O)C(Cl)=C(Cl)C2=O
→ 7	125*	-41	-4	3	24	-405	1
CC1=N/C(=C\c2ccc([N+](=O)[O-])cc2)C(=O)N1c1cc(Cl)ccc1C
→ 5	-1	1	5	17	1	-14	6
Cc1ccc(CNC(=S)NC2CCCCC2)cc1
→ -11	-9	0	5	2	-2	2	10
COc1cc2c(cc1OC)C1=C(C#N)CCC(=NC(=O)c3ccco3)N1CC2
→ 10	1	-5	-1	-2	-8	-30	17
CC1CCCN(C(=O)c2ccc(NS(=O)(=O)c3cccc([N+](=O)[O-])c3)cc2)C1 (configuration not stated)
→ -1	-11	2	-1	-8	-2	-4	1
Cc1ccc(-c2c(C#N)c(N)nc3c2CCCC3)o1
→ -2	-12	-7	0	4	-2	-438	3
COc1cccc(CNC(=O)C2CCN(S(=O)(=O)N3CC(C)CC(C)C3)CC2)c1 (configuration not stated)
→ 7	-22	1	0	-6	4	6	7
COc1ccc(CNC(=O)N2CCN(c3cccc(Cl)c3)CC2)cc1OC
→ -2	-12	0	-8	-16	-5	5	11
CCOc1nc(-c2ccccc2)c2cc(C)ccc2n1
→ 0	27	1	1	14	-6	-325	1
CCOCCCN(C(=O)c1snc(C(N)=O)c1N)C(C(=O)NCCC(C)C)c1ccc(F)cc1 (configuration not stated)
→ 2	-1	-9	2	12	-5	-301	-4
Cc1cc(N2CCN(C)CC2)nc2ccc(NC(=S)NCCC(C)C)cc12
→ 0	5	-8	-1	2	6	-274	24
Nc1cccc(-c2ccc(CO)o2)c1
→ 0	10	-24	-5	-1	10	-250	-13
CC(C)(C)NC(=O)NC(=O)CN1CCN(S(=O)(=O)c2ccc3c(c2)OCCO3)CC1
→ -2	-12	-2	2	-6	-1	26	-19
CCOC(=O)C1=NNC2(CC(=O)N(c3cccc(C)c3)C2=O)C1 (configuration not stated)
→ -2	-2	0	-4	-5	-8	20	-23
COc1ccc(-c2nn(-c3ccccc3)cc2C2CC(c3cccs3)=NN2C(=O)CCCC(=O)O)cc1 (configuration not stated)
→ 4	-10	0	-4	1	14	-270	-3
COc1ccccc1NC(=O)CSc1nnc(Cc2cc(=O)[nH]c(=O)[nH]2)n1-c1ccccc1
→ 1	-3	6	11	-1	-4	23	2
CCC(C)(C)NC(=O)C(c1ccc(F)cc1)N(Cc1ccccc1)C(=O)c1cnccn1 (configuration not stated)
→ -8	7	2	4	17	-11	14	8
CC(=O)c1ccc(S(=O)(=O)N(C)CC(=O)Nc2ccc(C)cc2)cc1
→ 8	-2	0	-10	12	-3	5	-2
COC(=O)c1c(C)oc2ccc(OC(=O)c3cccs3)cc12
→ 3	-5	1	2	2	5	9	10
COCCNC(=O)NC(=O)COC(=O)C1(c2ccc(Cl)cc2)CC1
→ -4	9	3	0	15	-6	7	-8
CCCNc1nc(C)nc2c1cnn2CCc1ccccc1
→ 5	7	-54	0	-10	0	2	12
COc1ccc(C)cc1NC(=S)NN1CCN(C)CC1
→ 5	-3	4	0	-36	-7	3	-5
COc1ccc(Nc2cc(C(=O)NCc3ccco3)c3ccccc3n2)cc1
→ -4	/	/	-2	-2	/	/	-6
COc1ccc(Cl)c2sc(N(Cc3cccnc3)C(C)=O)nc12
→ 2	-7	2	-2	3	4	14	-2
CCCn1nc(C(=O)OCC(=O)Nc2cccc(OC)c2)c2ccccc2c1=O
→ -4	-6	0	-2	-7	10	4	7
O=C(Nc1cc(S(=O)(=O)N2CCCCCC2)ccc1OCC(F)(F)F)c1ccc(=O)[nH]c1
→ 2	-4	0	-4	-17	-4	3	2
CC(=O)Nc1ccc(S(=O)(=O)NCc2nnnn2-c2ccc(Cl)cc2)cc1
→ 2	-4	1	10	6	-23	25	6
CC(C)n1cnc2c(NCc3ccccc3)cc(Cc3ccc(F)cc3)cc21
→ 0	50	3	0	8	5	2	25
CCCc1nc2sc(C(=O)OCC)c(N)c2c2c1COC(C)(C)C2
→ -1	0	-119	-2	-19	6	-399	11
O=C(NC(=S)Nc1ccc2[nH]c(=O)[nH]c2c1)c1ccccc1[N+](=O)[O-]
→ -2	-2	-3	1	-9	-1	5	4
O=C(CSc1oc(-c2ccccc2)nc1S(=O)(=O)c1ccc(F)cc1)NCC1CCCO1 (configuration not stated)
→ -3	0	2	-5	-5	-3	16	5
CCOC(=O)C1=C(C)N=c2s/c(=C\c3ccc(OCC(=O)O)c(OC)c3)c(=O)n2C1c1ccc(OC)cc1 (configuration not stated)
→ -7	-5	-25	1	-2	2	-7	22
O=C1C(Cl)=C(Nc2ccc3cn[nH]c3c2)C(=O)c2ccccc21
→ /	36	4	/	/	7	24	/
COc1ccccc1C(=O)OCc1cc(=O)n2ccsc2n1
→ 3	2	1	-6	13	-7	-56	-7
CCNc1nc(NCC)nc(Nn2cnnc2)n1
→ 0	0	3	0	3	-7	10	-10
Cc1cc(C(=O)NCc2ccc3c(c2)OCO3)ccc1[N+](=O)[O-]
→ -6	-7	-3	2	6	-1	5	-9
COc1cc(C(=O)NC(=S)Nc2ccc(Cl)cn2)cc(OC)c1OC
→ 9	-5	4	-7	-16	5	14	17
CCc1nnc(NC(=O)c2ccc(Cl)nc2)s1
→ 10	78*	-13	-7	11	-2	-32	-9
O=C(c1ccc2c(c1)OCO2)C1CCCN(Cc2ccc(OC(F)F)cc2)C1 (configuration not stated)
→ 0	22	2	4	9	-2	14	9
COc1ccc(OC)c(NC(=O)C(C)OC(=O)c2cc3ccccc3[nH]2)c1 (configuration not stated)
→ /	20	-2	/	/	2	-7	/
COc1cccc(NC(=O)c2nnn(CC(=O)Nc3cc(C)cc(C)c3)c2N)c1
→ 8	3	2	-1	9	1	6	-4
O=C1CC(Sc2ncccn2)C(=O)N1c1ccccc1 (configuration not stated)
→ -4	3	1	-4	-6	-5	4	-9
CN(C)S(=O)(=O)c1cc(NC(=O)CN2CCN(c3ccccc3)CC2)ccc1Cl
→ 3	-11	-1	-4	7	2	-2	21
COc1cccc(NC(=O)CN(C)C(=O)c2ccc(-c3ccccc3Cl)o2)c1
→ 0	-1	-1	1	7	-5	10	10
Cc1ccc(Nc2nc3ccccc3n3nnnc23)cc1
→ -4	0	-44	18	-1	-3	-8	15
Cc1c(CC(=O)O)c(=O)oc2cc(OCc3ccc(Br)cc3)ccc12
→ 3	-28	1	4	17	2	-285	15
COc1ccc(OC)c(-c2c(C#N)c(N)nc3c2c(=O)nc2sccn23)c1
→ -3	-19	-1	-7	-25	-2	-5	0
CC1(C)CC(=O)C2=C(C1)Oc1ncn(CCCO)c(=N)c1C2c1ccccc1 (configuration not stated)
→ -3	-1	-3	-2	-23	-8	-2	-25
COc1ccccc1OCc1nnc(SCC(=O)NCc2ccco2)n1Cc1ccco1
→ -4	27	-13	-5	-18	8	0	12
FC(F)(F)c1ccccc1NC(=S)Nn1cnnc1
→ -10	38	4	-9	10	-2	2	-4
CCCCCCCNC(=O)C1(CC2CC(c3cccc(Br)c3)=NO2)CCN(C(=O)C2CCCC2)CC1 (configuration not stated)
→ -6	-7	3	5	-9	-4	12	18
O=C(CSc1nnc(NC2CCCCC2)s1)NC1CCS(=O)(=O)C1 (configuration not stated)
→ -1	-12	1	3	7	13	19	-7
CCOc1ccccc1C(=O)Nc1ccc(S(=O)(=O)N2CCN(C)CC2)cc1
→ 0	-12	1	2	4	-6	7	-5
O=C(Cc1c(F)cccc1Cl)Nc1cccnc1
→ 1	-4	2	-12	-17	-7	5	-24
COc1ccc(/C=C(\NC(=O)c2ccc(C)cc2)C(=O)Nc2c(C)n(C)n(-c3ccccc3)c2=O)cc1
→ -4	9	-3	-8	-11	-10	2	-9
Cc1cc(NC(=O)CSc2nnc(C3CC3)n2N)no1
→ 1	-8	4	-3	3	-1	15	-14

# Going on with the list:
# The line under a structure holds: SENP7 block	PfGluPho inh	SENP1 FRET inh	SENP8 block-1	SENP6 inh	HKDC1 inhibitor	SENP8 block-2	Apaf1 inhib
CCOC(=O)Cc1csc(CC(N)=O)n1
→ 6	1	-3	1	-3	-7	-1	-19
CNC1(C(N)=O)CCNCC1
→ -4	-8	3	0	-1	8	24	-6
CCOc1ccc(-c2c(=O)n(OCc3ccc([N+](=O)[O-])cc3)c3ccccc3[n+]2[O-])cc1
→ 3	/	/	2	-10	/	/	-15
CC(=O)c1ccc(S(=O)(=O)N2CCN(C(=O)CSc3ccc(F)cc3)CC2)cc1
→ 4	-17	4	2	2	1	5	9
COc1ccc(CNS(=O)(=O)c2ccc3c(c2)CCN3C(=O)C2CCC2)cc1
→ -5	5	1	0	-2	-1	16	4
COC(=O)Cn1c(=O)n(CCc2ccccc2)c(=O)c2c3c(sc21)CCCC3
→ 0	14	2	8	-6	-9	8	19
COc1ccc(C(=O)CN2C(=O)c3ccccc3S2(=O)=O)cc1
→ 5	2	2	-2	-11	-2	2	0
COc1cccc(NC(=O)CN2C(=O)NC(C)(CCC(C)C)C2=O)c1 (configuration not stated)
→ 7	6	1	-4	-1	-8	8	11
CCCc1nnc(NC(=O)Cn2c(=O)oc3ccccc32)s1
→ -10	35	0	-6	-4	-3	28	3
COc1cccc2c(=S)c(CCC(C)=O)c(C)[nH]c12
→ /	40	-172	/	/	-5	-389	/
Cc1sc(NC(=O)C2=COCCO2)nc1-c1ccc(Cl)cc1
→ -7	-7	-1	2	-18	-7	10	11
Cn1c(Cn2nnc3ccccc32)nnc1SCC(=O)Nc1ccc2c(c1)OCO2
→ 39	-3	1	3	-14	-12	19	-13
COc1ccc(S(=O)(=O)NCC(=O)NCc2cc(=O)n(C)c(=O)n2C)cc1C
→ 1	3	0	0	5	-6	11	-8
Cc1ccc2[nH]c3c(=O)n(CC(=O)N4CC(C)CC(C)C4)ncc3c2c1 (configuration not stated)
→ -14	-6	2	-6	-18	6	-36	5

# Exported with each value named: 2 of the compounds above.
CCCc1nnc(NC(=O)Cn2c(=O)oc3ccccc32)s1
  SENP7 block: -10	PfGluPho inh: 35	SENP1 FRET inh: 0	SENP8 block-1: -6	SENP6 inh: -4	HKDC1 inhibitor: -3	SENP8 block-2: 28	Apaf1 inhib: 3

Cc1sc(NC(=O)C2=COCCO2)nc1-c1ccc(Cl)cc1
  SENP7 block: -7	PfGluPho inh: -7	SENP1 FRET inh: -1	SENP8 block-1: 2	SENP6 inh: -18	HKDC1 inhibitor: -7	SENP8 block-2: 10	Apaf1 inhib: 11
